High-throughput results as filed in PubChem.
POLB inh = qHTS Assay for Inhibitors of DNA Polymerase Beta. AID 485314, 2010. actives 1.3% (n = 340,000). Pol beta primer extension/strand displacement, fluorescence kinetic. Potency, µM (doses to about 114 µM), for the others: at the top dose activity change, negative = inhibition, usual class: inhibitors; note: potency is the fitted concentration of half-maximal effect; % is set by controls: 0 for no effect and ±100 for the full control effect
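Values derive from four-parameter Hill fits of normalized kinetic data: reads at 0 and 10 min following addition of 50 nM substrate to 10 nM Pol beta preincubated 15 min with compound.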
Pol iota inh = qHTS for Inhibitors of Polymerase Iota. DNA polymerase iota (Homo sapiens), Q9UNA4. Pol iota fluorescent replication assay, 10 min. Potency, µM (series often up to 115 µM), inactives show at the top dose activity, negative = inhibition, most hits filed as inhibitors. actives 1% (n = 390,000); note: potency is the fitted concentration of half-maximal effect
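Fluorescent replication assay read twice, at 0 min and 10 min after adding 50 nM (final) substrate. Enzyme (10 nM) and compounds were first incubated 15 min at room temperature; enzyme-free buffer wells were negative controls.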
APE1 inh = qHTS Assay for Inhibitors of the Human Apurinic/apyrimidinic Endonuclease 1 (APE1); Potency, µM (top dose mostly 65.8 µM), inactives show at the highest dose activity change, negative = inhibition, hits mostly inhibitors; DNA repair nuclease/redox regulator APEX1 (Homo sapiens), P27695; recombinant APE1, TAMRA/BHQ-2 abasic DNA cleavage fluorescence; AID 2517, 2012; actives 0.35% (n = 350,000);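 note: potency is the fitted concentration of half-maximal effect; plate controls were vehicle for no effect and reference inhibitor for full effect; nearly all actives have a fitted effect of over 55% in size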
Target sequence (P27695 whole entry, looked up): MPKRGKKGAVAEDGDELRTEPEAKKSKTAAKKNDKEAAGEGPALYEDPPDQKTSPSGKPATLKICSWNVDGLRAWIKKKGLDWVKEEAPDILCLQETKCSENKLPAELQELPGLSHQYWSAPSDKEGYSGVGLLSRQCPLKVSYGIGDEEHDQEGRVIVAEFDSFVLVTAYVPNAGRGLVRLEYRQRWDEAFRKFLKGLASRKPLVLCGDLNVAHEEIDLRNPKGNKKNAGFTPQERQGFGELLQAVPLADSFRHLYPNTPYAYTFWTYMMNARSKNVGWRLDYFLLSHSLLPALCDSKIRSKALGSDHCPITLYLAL
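Quantitative HTS: incision of a TAMRA/BHQ-2 double-stranded substrate bearing a tetrahydrofuran abasic site by 0.75 nM APE1 raises fluorescence. Substrate 50 nM final, added after 15 min compound preincubation at room temperature; progress as third-minus-first kinetic read difference.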
Apoferritin bind = qHTS Assay for Identification of Novel General Anesthetics. AID 485281, 2010. actives 0.074% (n = 350,000). apoferritin/1-aminoanthracene competitive binding, fluorescence. Potency, µM (top dose mostly 77.5 µM), for the others: top-dose activity change, negative = displacement, most hits filed as inhibitors; note: potency is the fitted concentration of half-maximal effect; % is set by controls: 0 for no effect and ±100 for the full control effect; nearly all actives have a fitted effect of over 20% in size
Target sequence (P02791 2-175 limits assumed): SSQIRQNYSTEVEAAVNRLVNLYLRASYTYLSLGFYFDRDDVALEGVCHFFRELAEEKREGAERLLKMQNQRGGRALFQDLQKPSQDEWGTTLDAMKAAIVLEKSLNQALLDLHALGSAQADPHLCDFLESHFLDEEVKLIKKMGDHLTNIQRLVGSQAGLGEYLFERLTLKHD
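10 uM apoferritin + 50% sat. 1-AMA, PBS; cpd 10 min RT; Ex380/Em535 endpoint; normalized to free probe vs complex; 4-param Hill fit; propofol titration as pos. ctrl.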
POLK inh = qHTS for Inhibitors of Polymerase Kappa; purified Pol kappa, fluorescent DNA synthesis assay, 10 min; Potency, µM (series often up to 107 µM), for the others: top-dose activity, negative = inhibition, hits mostly inhibitors; actives 0.53% (n = 400,000); AID 588579, 2011; note: potency is the fitted concentration of half-maximal effect; % is set by controls: 0 for no effect and ±100 for the full control effect
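10 nM Pol kappa was preincubated with compounds for 15 min at room temperature. Reaction started with 50 nM (final) substrate. Fluorescence read kinetically at 0 and 10 min.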
BLM helicase inh = qHTS Assay for Inhibitors of Bloom's syndrome helicase (BLM); RecQ-like DNA helicase BLM (Homo sapiens), P54132; recombinant BLM DNA unwinding, fluorescence dequenching; Potency, µM (series often up to 56.1 µM), for inactives: top-dose activity change, negative = inhibition, most hits filed as inhibitors; actives 0.2% (n = 350,000);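 note: potency is the fitted concentration of half-maximal effect; plate controls were vehicle for no effect and no enzyme for full effect; nearly all actives have a fitted effect of over 35% in size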
RXFP1 antagonist = qHTS Assay for Antagonists of the Relaxin Receptor RXFP1; Relaxin receptor 1 (Homo sapiens), Q9HBX9; HEK293-RXFP1, relaxin-stimulated cAMP HTRF, 30 min; stronger effect = lower value; activity change, negative = inhibition, % at 57.5 µM; actives 0.59% (n = 350,000); AID 1259400, 2018;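 active = activity change of -60% or lower, but not beyond a set lower limit; inconclusive = change between -60% and -40%, or beyond the set limit; inactive = change above -40%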; note: % is set by controls: 0 for no effect and ±100 for the full control effect
PGK inhibitor = qHTS Assay to Find Inhibitors of Phosphoglycerate Kinase. PGK/GAPDH coupled, Kinase-Glo luminescence, 60 min. Potency, µM (titrated, usually from 57.5 µM), without a hit: top-dose activity change, negative = inhibition, hits mostly inhibitors. actives 0.043% (n = 380,000). AID 602233, 2012; note: potency is the fitted concentration of half-maximal effect; % is set by controls: 0 for no effect and ±100 for the full control effect; nearly all actives have a fitted effect of over 60% in size
Target sequence (P07378 whole entry, looked up): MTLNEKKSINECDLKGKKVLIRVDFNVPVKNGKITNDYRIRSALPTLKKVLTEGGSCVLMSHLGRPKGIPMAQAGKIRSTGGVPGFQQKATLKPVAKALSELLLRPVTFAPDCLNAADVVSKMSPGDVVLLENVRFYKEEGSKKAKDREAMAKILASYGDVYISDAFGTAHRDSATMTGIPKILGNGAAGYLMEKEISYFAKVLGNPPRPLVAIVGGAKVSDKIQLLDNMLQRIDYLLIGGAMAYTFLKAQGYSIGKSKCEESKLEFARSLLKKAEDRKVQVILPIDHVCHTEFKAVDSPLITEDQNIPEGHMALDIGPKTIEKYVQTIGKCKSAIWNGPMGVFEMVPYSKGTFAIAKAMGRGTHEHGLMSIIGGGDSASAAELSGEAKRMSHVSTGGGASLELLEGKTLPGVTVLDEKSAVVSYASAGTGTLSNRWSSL
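Luminescent ATP detection (Kinase-Glo Plus) follows a 60-minute room-temperature incubation, with wells lacking PGK as controls. Buffer: 100 mM TEA (pH 7.6), 5 mM MgCl2, 0.01% Tween-20. Coupling enzyme GAPDH (100 nM final) supplies unstable 1,3-BPG in-well.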
Pol eta inh = qHTS for Inhibitors of Polymerase Eta. DNA polymerase eta (Homo sapiens), Q9Y253. recombinant Pol eta, fluorescent DNA replication assay. Potency, µM (highest dose often 114 µM), without a hit: at the highest dose activity change, negative = inhibition, usual class: inhibitors. actives 1.2% (n = 390,000). AID 588591, 2011; note: potency is the fitted concentration of half-maximal effect; % is set by controls: 0 for no effect and ±100 for the full control effect
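Pol eta (10 nM) was preincubated with compounds for 15 min at room temperature, after which fluorescent replication substrate (50 nM final) was added to start the reaction. Fluorescence was read kinetically at 0 and 10 min.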
Starred values were filed as active, the others as inactive; [ ] = another dose, or the depositor's remark. Unless noted, calls come from the whole dose curve; as a rule, active = well fitted curve in the direction sought with a large enough effect; inconclusive = small, poorly fitted or top-dose-only effect, or another doubt; inactive = no such curve, though single readings can be large; an effect the other way counts as inactive or inconclusive. Some of the compounds tested; count on the stated rates, not on these rows.

Results for Cc1cc(C)c(C(=O)COC(=O)Cn2nc(-c3ccccc3)oc2=O)cc1C ?
Pol iota inh: 33%[activator]; APE1 inh: 27%; POLK inh: -5%; RXFP1 antagonist: -1; PGK inhibitor: inactive; Pol eta inh: -21%

What do the screens show for `Cc1cccc(-c2nc(CS(=O)CC(=O)NCCc3ccc(Cl)cc3)c(C)o2)c1` (stereo not given)?
POLB inh: -1%; Pol iota inh: 6%; APE1 inh: -8%; Apoferritin bind: 1%; POLK inh: -3%; BLM helicase inh: -2%; RXFP1 antagonist: 34; PGK inhibitor: -1%; Pol eta inh: 11%

Results for CN(c1ccccc1)S(=O)(=O)c1cccc(NC(=O)c2cc3ccccc3oc2=O)c1 ?
POLB inh: 15%; Pol iota inh: inconclusive; APE1 inh: 0%; Apoferritin bind: -7%; POLK inh: -3%; BLM helicase inh: 1%; RXFP1 antagonist: 5; PGK inhibitor: -7%; Pol eta inh: -6%

Results for COCCN1CSC(=S)N(Cc2ccco2)C1 ?
POLB inh: 7%; Pol iota inh: inconclusive; APE1 inh: -3%; Apoferritin bind: -9%; POLK inh: inconclusive; BLM helicase inh: -7%; RXFP1 antagonist: 6; PGK inhibitor: 13%; Pol eta inh: -3%

How did O=C(COC(=O)COc1ccccc1)Nc1ccc(Br)cc1Br do in these assays?
Pol iota inh: 61%[activator]; APE1 inh: 26%; POLK inh: -13%; RXFP1 antagonist: -1; PGK inhibitor: -5%; Pol eta inh: -2%

Results for COc1ccc(S(=O)(=O)Oc2ccccc2C(N)=O)cc1 ?
Pol iota inh: 3%; APE1 inh: 10%; POLK inh: -4%; RXFP1 antagonist: -10; PGK inhibitor: -3%; Pol eta inh: -15%

How did CC(C)N(Cc1ccccc1)c1ncnc2c1nnn2C do in these assays?
POLB inh: -2%; Pol iota inh: 0%; Apoferritin bind: 0%; POLK inh: -4%[60.1 µM]; BLM helicase inh: 1%; RXFP1 antagonist: -33; PGK inhibitor: -1%; Pol eta inh: 0%

Results for NC(=O)CSc1nnc(Cc2csc(Nc3ccccc3)n2)n1Cc1ccccc1 ?
POLB inh: 7%; Pol iota inh: 20%; APE1 inh: 19%; Apoferritin bind: -15%; POLK inh: 2%[60.1 µM]; BLM helicase inh: -5%; RXFP1 antagonist: -3; PGK inhibitor: 1%; Pol eta inh: -5%

Results for O=C(O)C1CCCN(S(=O)(=O)c2ccc(-c3ccc(=O)[nH]n3)s2)C1 (stereo not given) ?
POLB inh: 4%; Pol iota inh: 6%; APE1 inh: 1%; Apoferritin bind: -3%; POLK inh: 0%; BLM helicase inh: -3%; RXFP1 antagonist: 35; PGK inhibitor: -1%; Pol eta inh: -8%

Results for O=C(/C=C/c1ccccc1)c1ccccn1 ?
POLB inh: 40%; Pol iota inh: inconclusive; APE1 inh: -2%; Apoferritin bind: 2%; POLK inh: -6%; BLM helicase inh: -4%; RXFP1 antagonist: -13; PGK inhibitor: -10%; Pol eta inh: -3%

How did O=C(CSc1ccc(F)cc1)Nc1ccccc1N1CCOCC1 do in these assays?
POLB inh: 32%; Pol iota inh: 10%; APE1 inh: -2%; Apoferritin bind: -8%; POLK inh: 8%; BLM helicase inh: 0%; RXFP1 antagonist: 0; PGK inhibitor: 5%; Pol eta inh: inconclusive

Results for CCOc1ccc(/C=N/NC(=S)NC2CC3CC2C2C=CCC32)cc1 (stereo not given) ?
POLB inh: 4%; Pol iota inh: 33%[activator]; APE1 inh: -2%; Apoferritin bind: -19%; POLK inh: -8%; BLM helicase inh: -5%; RXFP1 antagonist: -38; PGK inhibitor: -10%; Pol eta inh: -22%

What do the screens show for `CC(C)c1ccc(OCC(=O)N(Cc2ccc(N(C)C)cc2)C2CCS(=O)(=O)C2)cc1` (stereo not given)?
POLB inh: -25%; Pol iota inh: 4%; Apoferritin bind: 1%; POLK inh: -26%; BLM helicase inh: -5%; RXFP1 antagonist: -32; PGK inhibitor: -2%; Pol eta inh: -14%

Results for COc1cccc(CC(O)CC2c3c(cc4c(c3OC)OCO4)CCN2C)c1 (stereo not given) ?
Pol iota inh: -21%; POLK inh: -12%; RXFP1 antagonist: 2; PGK inhibitor: 4%; Pol eta inh: -13%

How did O=C(COC(=O)c1ccc2ncsc2c1)Nc1ccccc1Cl do in these assays?
Pol iota inh: 27%; APE1 inh: 5%; POLK inh: -5%; RXFP1 antagonist: -1; PGK inhibitor: 0%; Pol eta inh: -25%

Results for COc1ccc(N=C2SCC(c3ccc([N+](=O)[O-])cc3)=NN2CCO)cc1 ?
POLB inh: 32%; Pol iota inh: 57%[activator]; APE1 inh: 3%; Apoferritin bind: -16%; POLK inh: -9%; BLM helicase inh: -13%; RXFP1 antagonist: -38; PGK inhibitor: 6%; Pol eta inh: -17%

How did COc1cc(Cl)c(NC(=O)CN(C)S(=O)(=O)c2ccc3c(c2)CCCC(=O)N3)c(OC)c1 do in these assays?
POLB inh: 0%; Pol iota inh: -1%; Apoferritin bind: -22%; POLK inh: -7%; BLM helicase inh: 2%; PGK inhibitor: -2%; Pol eta inh: -16%

What do the screens show for `N#Cc1cc2c(nc1SCc1cccnc1)CCCC2`?
POLB inh: 11%; Pol iota inh: -4%; APE1 inh: 3%; Apoferritin bind: -14%; POLK inh: 2%; BLM helicase inh: -1%; RXFP1 antagonist: -5; PGK inhibitor: -8%; Pol eta inh: -7%

How did O=C(N/N=C/c1ccoc1)c1ccc(Cl)cc1 do in these assays?
POLB inh: -6%; Pol iota inh: inconclusive; APE1 inh: -15%; Apoferritin bind: -8%; POLK inh: 2%; BLM helicase inh: 45%[activator]; RXFP1 antagonist: -1; PGK inhibitor: inactive; Pol eta inh: -2%

Results for O=C(NCc1ccco1)c1cccc(NS(=O)(=O)c2cccc(F)c2)c1 ?
POLB inh: inconclusive; Pol iota inh: -8%; APE1 inh: 2%; Apoferritin bind: -14%; POLK inh: -7%; BLM helicase inh: -2%; RXFP1 antagonist: -5; PGK inhibitor: -3%; Pol eta inh: -8%

Results for Cc1ccnc(SC2CC(=O)N(c3ccc(Br)cc3)C2=O)n1 (stereo not given) ?
POLB inh: 25%; Pol iota inh: 12%; APE1 inh: -8%; Apoferritin bind: -16%; POLK inh: -4%; BLM helicase inh: 4%; RXFP1 antagonist: -3; PGK inhibitor: 0%; Pol eta inh: -2%

What do the screens show for `Cc1ccccc1SCC(=O)Nc1cc(C(F)(F)F)ccc1N1CCOCC1`?
Pol iota inh: 1%; APE1 inh: -3%; POLK inh: -6%; RXFP1 antagonist: -16; PGK inhibitor: -9%; Pol eta inh: -17%

What do the screens show for `CCOC(=O)CCCCCC(=O)Nc1ccc2c(c1)C(=O)N([C@H](C)CO)C[C@@H](C)[C@H](CN(C)S(=O)(=O)c1cn(C)cn1)O2`?
Pol iota inh: -8%; APE1 inh: 22%; POLK inh: 14%; PGK inhibitor: -5%; Pol eta inh: -20%

What do the screens show for `CCc1ccccc1NC(=O)NC1CCCCC1`?
POLB inh: 3%; Pol iota inh: -8%; APE1 inh: 0%; Apoferritin bind: -3%; POLK inh: -2%; BLM helicase inh: 0%; RXFP1 antagonist: -4; PGK inhibitor: -2%; Pol eta inh: -7%

How did CN(CC(=O)Nc1ccc(F)c(F)c1F)C(=O)c1cc(S(=O)(=O)N(C)C)ccc1N1CCCC1 do in these assays?
Pol iota inh: 2%; POLK inh: -3%; RXFP1 antagonist: 2; PGK inhibitor: -9%; Pol eta inh: -14%

What do the screens show for `COc1ccc(/C(C)=N/NC(=O)c2nnn(-c3nonc3N)c2-c2cccs2)cc1OC`?
POLB inh: 0%; Pol iota inh: 26%; APE1 inh: 8%; Apoferritin bind: 0%; POLK inh: -2%; BLM helicase inh: 0%; RXFP1 antagonist: -4; PGK inhibitor: inactive; Pol eta inh: -6%

Results for CC(=O)Nc1sc2c(c1C(c1ccncc1)N1CCOCC1)CCCC2 (stereo not given) ?
POLB inh: 3%; Pol iota inh: 120%[activator]; APE1 inh: -5%; Apoferritin bind: -2%; POLK inh: 2%; BLM helicase inh: 4%; RXFP1 antagonist: -9; PGK inhibitor: -3%; Pol eta inh: -6%

Of the compounds above, 3 contain a thiophene ring, fused or not:
Results for O=C(O)C1CCCN(S(=O)(=O)c2ccc(-c3ccc(=O)[nH]n3)s2)C1 (stereo not given) ?
POLB inh: 4%; Pol iota inh: 6%; APE1 inh: 1%; Apoferritin bind: -3%; POLK inh: 0%; BLM helicase inh: -3%; RXFP1 antagonist: 35; PGK inhibitor: -1%; Pol eta inh: -8%

What do the screens show for `COc1ccc(/C(C)=N/NC(=O)c2nnn(-c3nonc3N)c2-c2cccs2)cc1OC`?
POLB inh: 0%; Pol iota inh: 26%; APE1 inh: 8%; Apoferritin bind: 0%; POLK inh: -2%; BLM helicase inh: 0%; RXFP1 antagonist: -4; PGK inhibitor: inactive; Pol eta inh: -6%

Results for CC(=O)Nc1sc2c(c1C(c1ccncc1)N1CCOCC1)CCCC2 (stereo not given) ?
POLB inh: 3%; Pol iota inh: 120%[activator]; APE1 inh: -5%; Apoferritin bind: -2%; POLK inh: 2%; BLM helicase inh: 4%; RXFP1 antagonist: -9; PGK inhibitor: -3%; Pol eta inh: -6%
